Screening data from PubChem.
Sm TGR inh – qHTS Assay for the Inhibitors of Schistosoma Mansoni Peroxiredoxins | Schistosoma mansoni thioredoxin glutathione reductase (TGR), Q962Y6 | purified TGR, DTNB reduction, TNB absorbance 405 nm | Potency, µM (highest dose often 114 µM), without a hit: at the top dose activity change, negative = inhibition, hits mostly inhibitors | 360,000 tested, 3% active | AID 485364, 2010; active = well fitted inhibition curve with a large enough effect; inconclusive = small, poorly fitted or top-dose-only effect; inactive = no such curve, though single readings can be large or run the other way; also: nearly all actives have a fitted effect of over 60% in size
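TGR 20 nM + NADPH 100 uM (dispensed conc.), cpd preinc 15 min RT; start with NADPH (500 uM addition) then DTNB (15 mM addition). Kinetic TNB absorbance, 405 nm filter. Four-parameter Hill fit across titration.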
Numbers without * were called inactive; u = inconclusive; [ ] = remark or other dose. % is scaled to controls: 0 for no effect and ±100 for the full control effect; potency is read from the fitted curve at half-maximal effect. This is a subset; the hit share may differ from the screen's.

SMILES | Sm TGR inh
COc1ccccc1N(CC(=O)Nc1ccc(C)c(Cl)c1)S(=O)(=O)c1ccc(C)cc1 | -2%
COc1ccc(Cl)cc1NC(=O)c1ncn(-c2ccccc2)n1 | 2%
Cn1c(SCC(N)=O)nc2c([nH]c3ccccc32)c1=O | 7%
CCN(C(=O)Cn1c(SCc2ccccc2F)nc2cccnc21)c1ccccc1 | -9%
CCC(C(=O)Nc1cc(C(F)(F)F)ccc1Cl)n1nc(C)c2sc3ccccc3c2c1=O (stereo unspecified) | 4%
CCCSc1ncc(Cl)c(C(=O)Nc2ccc(OC)cc2OC)n1 | 2%
CCOC(=O)c1c(NC(=O)c2cc(-c3ccccc3)on2)sc2c1CCCC2 | 9%
CC1CCCCN1C(=O)c1ccc2c(c1)N(Cc1ccc(F)cc1)C(=O)c1ccccc1S2(=O)=O (stereo unspecified) | 6%
CCOC(=O)c1cc(S(=O)(=O)N2CCN(c3ccccc3F)CC2)[nH]n1 | 4%
O=S(=O)(Nc1cc(F)ccc1F)c1ccc2[nH]c3c(c2c1)CCCC3 | 6%
Cc1ccc(NC(=O)N2CC3CCCN3c3ccccc32)cc1C (stereo unspecified) | -12%
CC(C)(C)c1ccc(C(=O)NC2(C(F)(F)F)NC(=O)N(CCc3ccccc3)C2=O)cc1 (stereo unspecified) | 17%
Cc1ccc(CNC(=O)Cc2c(C)c3cc4c(C)coc4cc3oc2=O)cc1 | 5%
CN(Cc1ccccc1)C(=O)c1c[nH]c2ccc(S(=O)(=O)Nc3ccccc3F)cc2c1=O | -15%
Cc1ccc(C(=O)c2cn(Cc3cc(C)ccc3C)c3nc(C)ccc3c2=O)cc1 | 4%
COc1ccc(CNc2nc(-c3ccc(Cl)cc3)cc(C(F)(F)F)n2)cc1 | -7%
CCc1cccc(NC(=O)Cn2c(=O)n(CC3CCC(C(=O)NC)CC3)c(=O)c3sccc32)c1 (stereo unspecified) | 2%
O=C(CSc1ncc(-c2ccccc2)[nH]1)Nc1ccc(Cl)cc1 | 6%
O=C(NC1CC(=O)N(c2ccc(F)cc2)C1)c1ccc(S(=O)(=O)N2CCCC2)cc1 (stereo unspecified) | 13%
Cc1cc(=O)c2cc(C(=O)Nc3ccc(C)c(C)c3)ccc2[nH]1 | 0%
CC(C)CCNC(=O)C(=O)Nc1c2c(nn1-c1ccc(Cl)cc1)CSC2 | 1%
COc1ccc2c(c1)c1c(c(=O)n(-c3ccccc3)c(=O)n1CC(=O)Nc1ccc(C)c(C)c1)n2C | -2%
CC(=O)Nc1ccccc1OCc1cc(=O)n2c(C)csc2n1 | 6%
CCN1C(=O)c2ccccc2S(=O)c2ccc(C(=O)N3CCN(c4ccccc4)CC3)cc21 (stereo unspecified) | -18%
COc1ccc(-c2cnnn2-c2ccc(NC(=O)c3ccc(S(=O)(=O)N(C)C)cc3)cc2)cc1 | -5%
COC(=O)C(C)Sc1nnc2cc(C)c3cc(C)cc(C)c3n12 (stereo unspecified) | -2%
Cc1ccc(Cn2cc(CCC(=O)NCC(C)c3ccccc3)c3ccccc32)cc1 (stereo unspecified) | 0%
Cc1cc(C)c2sc(NC(=O)c3ccc(S(=O)(=O)N4CCCC4)cc3)nc2c1 | -2%
Cc1ccc(-n2c(SCc3cccc(F)c3)nc3[nH]ncc3c2=O)cc1C | 16%
CCc1nn2c(=O)cc(COC(=O)c3ccc(NC(=O)CCc4ccccc4)cc3)nc2s1 | -1%
CCOc1ccc(-c2nnc(SCC(=O)Nc3ccccc3C(F)(F)F)o2)cc1 | 4%
CCn1cc(S(=O)(=O)c2ccc(OC)cc2)c(=O)c2cc(F)c(N3CCC(C)CC3)cc21 | 4%
CCOC(=O)N1CCC(NC(=O)c2cnn(-c3cccc(C)c3)c2C2CCN(C(=O)OC(C)(C)C)CC2)CC1 | -13%
O=S(=O)(Nc1cccc(-c2ccc(N3CCOCC3)nn2)c1)c1cc(C(F)(F)F)ccc1Cl | 6%
CCCOc1ccc(-c2nonc2NC(=O)c2ccco2)cc1OCCC | 2%
CCOc1ccccc1N1CC(c2nc3ccccc3n2CCCCOc2ccccc2)CC1=O (stereo unspecified) | 8%
O=C(Nc1ccc(OCc2cc(=O)n3c4c(sc3n2)CCCC4)cc1)c1cccc(F)c1 | -8%
Cc1ccc(CN(Cc2ccco2)C(=O)c2cccc(C)c2)cc1 | 2%
CCc1ccc(OC(C)C(=O)N2CCC(c3nc4ccccc4o3)CC2)cc1 (stereo unspecified) | 1%
COc1ccc(-c2cc(C(F)(F)F)nc(SCCC(=O)Nc3ccc(F)cc3F)n2)cc1 | 4%
Cc1ccc(CNC(=O)C2CCN(S(=O)(=O)c3c(C)noc3/C=C/c3c(C)cc(C)cc3C)CC2)cc1 | 2%
CCc1ccc(S(=O)(=O)Nc2ccc3[nH]c(=O)sc3c2)cc1 | -2%
CCCN1C(=O)c2[nH]nc(-c3ccccc3O)c2C1c1ccc(OCc2ccccc2)c(OC)c1 (stereo unspecified) | 11%
CCCN1C(=O)CN(C2CCCCCC2)C(=O)C1c1ccc(OCC)c(OC)c1 (stereo unspecified) | -24%
Fc1ccc(-n2ncc3c(Nc4cccc(Cl)c4)ncnc32)cc1 | 5%
CCOc1ccc(NC(=O)Cn2c(=O)n(Cc3ccco3)c(=O)c3oc4ccccc4c32)cc1 | -10%
COc1cccc(N2CCN(C(=O)c3cc4c(=O)n(Cc5cccnc5)ccc4nc3C)CC2)c1 | 2%
Cc1ccccc1OC(=O)CSc1nnc(-c2ccc3c(c2)OCO3)o1 | 0%
CCCCNC(=O)C1=CC(c2ccc3c(c2)OCO3)=NS(=O)(=O)N1C | 3%
COCCCNc1oc(/C=C/c2cc(OC)c(OC)c(OC)c2)nc1C#N | -15%
CCOc1ccc(NC(=O)c2cccc(N3CCCS3(=O)=O)c2)cc1 | -1%
COc1ccc(N2CCN(S(=O)(=O)c3c(C)nc4sc(C)cn4c3=O)CC2)cc1 | 11%
Cc1ccc(CNC(=O)C2CCCN(S(=O)(=O)c3cn(C)cn3)C2)cc1 (stereo unspecified) | 3%
COc1ccc(Cl)cc1-n1nnc(-c2nc(-c3ccc4c(c3)OCO4)no2)c1C | 7%
CCOC(=O)c1ccc(NC(=O)CC2C(=O)N(c3ccc(F)cc3)C(=O)N2Cc2ccc(C)cc2)cc1 (stereo unspecified) | -15%
Cc1c(CN(C)C(=O)c2cc(-c3ccccc3)nc3ccc(Br)cc23)cnn1C | 2%
Cc1cccc(-n2cc(-c3ccccc3)c3c(NC(C)C)ncnc32)c1 | 39%[activator]
COc1cccc2cc(-c3nc4sc5c(c4c(=O)[nH]3)CCC(C(C)(C)C)C5)c(=O)oc12 (stereo unspecified) | -1%
CCc1ccc(NC(=O)C2CCCN(S(=O)(=O)c3ccc4c(c3)oc(=O)n4C)C2)cc1 (stereo unspecified) | 7%
Cc1ccc(S(=O)(=O)N2CCCc3cc(NS(=O)(=O)c4ccc(F)cc4)ccc32)cc1 | 5%

(more compounds)
SMILES | Sm TGR inh
COc1ccc(Cl)cc1NC(=O)c1cc(S(=O)(=O)N(C)Cc2ccccc2)ccc1F | 2%
CCc1nnc(NC(=O)c2nc(S(C)(=O)=O)ncc2Cl)s1 | u
O=C(CCC1N=C2c3ccccc3N=C(SCC(=O)Nc3ccccc3F)N2C1=O)NCc1ccco1 (stereo unspecified) | -1%
CCS(=O)(=O)N1CCc2cc(C(=O)Nc3cc(Cl)ccc3C)ccc21 | 2%
Cc1c2cnn(CC(=O)O)c(=O)c2c(C)n1Cc1cccc(Cl)c1 | 6%
Cc1ccc(C2=Nc3ccccc3N(CC(=O)NCc3ccc(Cl)cc3)C(=O)C2)cc1C | 6%
Cc1ccc2c(c1)CC(C)N2S(=O)(=O)c1nnc(NC(=O)C(C)C)s1 (stereo unspecified) | -3%
Cc1ccccc1OCC(=O)Nc1sc2c(c1C(=O)OC(C)C)CCCC2 | 3%
CCC(C)Nc1ncnc2c1cnn2-c1ccc(F)cc1 (stereo unspecified) | -7%
O=C(NCc1cccc(F)c1)c1ccc(-n2cnc3cccnc32)cc1 | -6%
Cc1cccc(C)c1NC(=O)CN1C(=O)c2cccc3cccc1c23 | 1%
CCC(C(=O)NCCc1ccc(SC)cc1)n1nc(C)c2sc3ccccc3c2c1=O (stereo unspecified) | -4%
Cc1cccc(N2CCN(c3cc(C)nc4c(-c5ccc(Cl)cc5)c(C)nn34)CC2C)c1 (stereo unspecified) | 4%
Cc1ccc(CNC(=O)Cn2c(=O)cc(-c3ccccc3)c3c(C)nn(C)c32)cc1 | 9%
Cc1nc2c(C(=O)NCCCN(CC(C)C)CC(C)C)cnn2c(C)c1Cc1c(F)cccc1Cl | 12%
O=C(NCCN1CCCCC1)c1ccc(Cn2c(SCc3cccc(F)c3)nc3cccnc32)cc1 | 6%
CC1(C(=O)Nc2cccc(C(F)(F)F)c2)Cc2ccccc2C(=O)O1 (stereo unspecified) | 5%
CCOc1ccc(-c2nnc(SCC(=O)Oc3ccccc3)o2)cc1 | -10%
Cc1cccc(C(=O)Nc2ccc(-c3nc4cc(C(C)C)ccc4o3)cc2)c1 | 11%
CCOc1ccc(S(=O)(=O)NCCc2sc3nc(-c4ccc(C)cc4)nn3c2C)cc1 | -12%
CCc1c(-c2ccccc2)nc2ccccc2c1C(=O)NC(C)c1ccccc1 (stereo unspecified) | 2%
COc1ccccc1CNC(=O)C1CCN(S(=O)(=O)c2ccc3c(c2)CCCN3C(C)=O)CC1 | 10%
CCOc1ccc(NC(=O)CCn2cccn2)cc1 | -3%
COC(=O)c1ccc(NC(=O)CSc2nc3c(c(=O)n(C)c(=O)n3C)n2Cc2ccccc2)cc1 | -5%
Cc1ccc(-c2nnc(SCCOc3ccccc3)o2)cc1 | 5%
CC1=C(C(=O)Nc2ccccc2)C(c2ccc(C)cc2)n2nc(SCc3ccccc3C)nc2N1 (stereo unspecified) | 5%
O=C(Cn1ncc2c(=O)oc3ccccc3c21)Nc1cc(F)ccc1F | -3%
COc1ccc(N(C)C(=O)CCn2cnc3onc(-c4ccc(F)cc4)c3c2=O)c(OC)c1 | -2%
CCN(CC)CCCNC(=O)c1ccc2nc(N3CCCCC3)sc2c1 | 2%
CCc1ccc(NC(=O)c2cc3nc(-c4ccc(C)cc4)cc(C(F)(F)F)n3n2)cc1 | -7%
CCOC(=O)c1ccc(N2CCN(c3cccc(Cl)c3)CC2)c(NC(=O)Nc2ccc(Cl)cc2)c1 | 10%
Cc1ccc(Cn2nnc(C(=O)Nc3ccc(F)c(F)c3)c2N)cc1 | 1%
COc1ccc2c(c1)c1c(c(=O)n(-c3ccc(F)c(Cl)c3)c(=O)n1Cc1ccccc1C)n2C | -4%
Cc1ccc(S(=O)(=O)NCc2nc(-c3cccc(C)c3)no2)cc1 | 0%
Cc1ccc(S(=O)(=O)c2nc(-c3cccc(C)c3)oc2N2CCCCC2)cc1 | 20µM*
Cc1cccc(NC(=O)c2cc3c([nH]c2=O)CC(c2ccccc2)CC3=O)c1 (stereo unspecified) | -1%
Cc1cccc(CNC(=O)CCCN2C(=O)CCn3nc(-c4cn(C)c5ccccc45)cc32)c1 | 1%
COc1cc2c(cc1OC)n(CC(=O)c1cccc(Cl)c1)c(=O)n1nc(CCn3nc(C)cc3C)nc21 | 0%
Clc1cccc(-n2cc(-c3ccccc3)c3c(NC4CCCC4)ncnc32)c1 | 12%
CCOc1ccc(-c2nc3c(c(SCC(=O)N4CCCCC4)n2)Cc2cccc(OC)c2O3)cc1 | -1%
COc1ccc(C(=O)Nc2ccc3oc(-c4ccc(F)cc4Cl)nc3c2)cc1 | 0%
Cc1ccc(C)c(CNC(=O)CCn2cccn2)c1 | 8%
COc1ccc(CNC(=O)c2ccc3c(O)c(S(=O)(=O)c4ccccc4)c(=O)[nH]c3c2)cc1 | 13%
Cc1cc(C)c2oc(C(=O)Nc3sc4c(c3C(=O)NCc3ccco3)CCC4)cc(=O)c2c1 | 11%
CCn1c(C(=O)N2CCC(C(=O)N3CCN(c4cc(C)ccc4C)CC3)CC2)cc2sccc21 | -3%
CCOc1ccc(NS(=O)(=O)c2ccc3[nH]cc(C(=O)N4CCCCCC4)c(=O)c3c2)cc1 | 3%
Cn1nnnc1SCCCNCc1cc(Br)ccc1OCc1ccccc1F | 0%
COc1ccccc1CNC(=O)c1cccc(Nc2nc3ccccc3n3nnnc23)c1 | 2%
CCCCOc1cccc(C(=O)Nc2cccc3ccc(C)nc23)c1 | 0%

Molecules above containing an NH in an aromatic ring (13):
SMILES | Sm TGR inh
Cn1c(SCC(N)=O)nc2c([nH]c3ccccc32)c1=O | 7%
CCOC(=O)c1cc(S(=O)(=O)N2CCN(c3ccccc3F)CC2)[nH]n1 | 4%
O=S(=O)(Nc1cc(F)ccc1F)c1ccc2[nH]c3c(c2c1)CCCC3 | 6%
CN(Cc1ccccc1)C(=O)c1c[nH]c2ccc(S(=O)(=O)Nc3ccccc3F)cc2c1=O | -15%
O=C(CSc1ncc(-c2ccccc2)[nH]1)Nc1ccc(Cl)cc1 | 6%
Cc1cc(=O)c2cc(C(=O)Nc3ccc(C)c(C)c3)ccc2[nH]1 | 0%
Cc1ccc(-n2c(SCc3cccc(F)c3)nc3[nH]ncc3c2=O)cc1C | 16%
CCc1ccc(S(=O)(=O)Nc2ccc3[nH]c(=O)sc3c2)cc1 | -2%
CCCN1C(=O)c2[nH]nc(-c3ccccc3O)c2C1c1ccc(OCc2ccccc2)c(OC)c1 (stereo unspecified) | 11%
COc1cccc2cc(-c3nc4sc5c(c4c(=O)[nH]3)CCC(C(C)(C)C)C5)c(=O)oc12 (stereo unspecified) | -1%
Cc1cccc(NC(=O)c2cc3c([nH]c2=O)CC(c2ccccc2)CC3=O)c1 (stereo unspecified) | -1%
COc1ccc(CNC(=O)c2ccc3c(O)c(S(=O)(=O)c4ccccc4)c(=O)[nH]c3c2)cc1 | 13%
CCOc1ccc(NS(=O)(=O)c2ccc3[nH]cc(C(=O)N4CCCCCC4)c(=O)c3c2)cc1 | 3%
